KDM5B inhibitor: blocks human KDM5B histone demethylase activity. Q9UGL1. KDM5B demethylase, FDH-coupled NADH fluorescence (FDH is formaldehyde dehydrogenase). Potency, µM (series often up to 57.7 µM), for the others: at the highest dose activity change, negative = inhibition, hits mostly inhibitors. 220,000 tested, 2.6% active. AID 1347165; active means well fitted inhibition curve with a large enough effect; inconclusive means small, poorly fitted or top-dose-only effect; inactive means no such curve, though single readings can be large or run the other way; further: 0% is about no effect; nearly all actives have a fitted effect of over 70% in size
Target sequence (Q9UGL1 whole entry, looked up): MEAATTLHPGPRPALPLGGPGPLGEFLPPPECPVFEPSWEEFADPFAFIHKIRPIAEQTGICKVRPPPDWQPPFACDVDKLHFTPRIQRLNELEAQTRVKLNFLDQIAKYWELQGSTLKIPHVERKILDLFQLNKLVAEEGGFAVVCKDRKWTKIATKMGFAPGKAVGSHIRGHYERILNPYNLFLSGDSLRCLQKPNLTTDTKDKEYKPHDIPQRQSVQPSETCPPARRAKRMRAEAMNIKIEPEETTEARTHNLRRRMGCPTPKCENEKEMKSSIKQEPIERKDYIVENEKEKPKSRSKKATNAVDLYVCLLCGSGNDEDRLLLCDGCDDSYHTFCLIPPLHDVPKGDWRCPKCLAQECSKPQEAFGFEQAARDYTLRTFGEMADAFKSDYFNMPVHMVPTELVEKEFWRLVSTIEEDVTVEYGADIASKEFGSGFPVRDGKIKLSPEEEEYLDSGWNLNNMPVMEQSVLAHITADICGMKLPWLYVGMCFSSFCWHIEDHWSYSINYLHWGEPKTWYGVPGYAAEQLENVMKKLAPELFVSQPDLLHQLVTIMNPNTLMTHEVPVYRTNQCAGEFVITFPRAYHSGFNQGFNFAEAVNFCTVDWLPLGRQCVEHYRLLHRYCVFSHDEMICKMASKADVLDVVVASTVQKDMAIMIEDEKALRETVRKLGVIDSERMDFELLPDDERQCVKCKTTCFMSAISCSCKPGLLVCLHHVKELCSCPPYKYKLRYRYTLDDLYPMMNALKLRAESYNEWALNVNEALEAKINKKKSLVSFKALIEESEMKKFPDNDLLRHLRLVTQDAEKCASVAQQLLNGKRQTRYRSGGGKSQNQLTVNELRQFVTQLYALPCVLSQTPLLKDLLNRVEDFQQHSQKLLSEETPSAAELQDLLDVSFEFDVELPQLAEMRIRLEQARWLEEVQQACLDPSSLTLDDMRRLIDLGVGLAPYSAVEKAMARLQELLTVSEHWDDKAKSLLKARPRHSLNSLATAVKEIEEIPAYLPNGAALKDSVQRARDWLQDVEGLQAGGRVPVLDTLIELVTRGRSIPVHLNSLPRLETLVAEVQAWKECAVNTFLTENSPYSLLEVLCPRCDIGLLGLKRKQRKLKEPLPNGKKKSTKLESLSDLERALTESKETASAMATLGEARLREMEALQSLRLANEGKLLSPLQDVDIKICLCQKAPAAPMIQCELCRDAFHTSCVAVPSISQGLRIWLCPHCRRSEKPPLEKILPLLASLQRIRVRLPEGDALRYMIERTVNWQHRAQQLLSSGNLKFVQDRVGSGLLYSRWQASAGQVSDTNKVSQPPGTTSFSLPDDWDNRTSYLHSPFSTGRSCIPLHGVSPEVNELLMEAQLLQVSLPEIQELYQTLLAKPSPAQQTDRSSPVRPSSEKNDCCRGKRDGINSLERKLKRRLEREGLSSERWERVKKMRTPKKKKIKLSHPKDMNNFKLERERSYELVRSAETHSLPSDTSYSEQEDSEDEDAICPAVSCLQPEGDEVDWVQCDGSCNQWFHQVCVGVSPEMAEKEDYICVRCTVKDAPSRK
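qHTS format, multiple compound concentrations. Buffer 50 mM HEPES pH 7.5/0.01% Tween-20; 200 nM KDM5BΔAP final; 10 min compound preincubation; substrate-mix levels 12.5 µM peptide, 25 µM α-KG, 0.25 mM NAD⁺; 30 min RT; ΔRFU.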
* = called active by the depositor; i = inactive; ? = inconclusive; [ ] = another dose, or the depositor's remark. Potency means the concentration at half of the fitted maximal effect.

SMILES | KDM5B inhibitor
FC(F)(F)c1ccc(C(=NCc2ccccc2)c2ccc(C(F)(F)F)cc2)cc1 | -8.6%
CN(C)C(=O)c1n[nH]c2c1CN(C(=O)c1ccccc1C(F)(F)F)CC2 | 19.0%
CCOc1ccc2nc(N3CCN(C(=O)c4ccco4)CC3)sc2c1 | -10.2%
COc1cc(/C=N\NC(=O)c2cccnc2)ccc1OC(=O)c1ccccc1Cl | 24.6%
COc1ccc(C(=O)N2c3nc(-c4ccco4)nn3C3(CCCCC3)[C@@H]3CCCC[C@@H]32)cc1OC | ?
COCCNC(=O)[C@H]1C[C@H](Oc2ccccc2)CN1C(=O)NCc1ccccc1 | 1.4%
O=C(NCC1CCOCC1)C1COc2ccccc2O1 (stereo not drawn) | -3.6%
O=C(C1CC1)N1CC(c2nnc(-c3ccncc3)o2)C2(CCOCC2)C1 (stereo not drawn) | 1.9%
COc1ccc(CNC(=O)C2CCN(C(=O)c3cnn(-c4ccccc4)c3-n3cccc3)CC2)cc1 | -22.6%
Cn1nc(C(=O)NCC(c2cccs2)N2CCCC2)c2ccccc2c1=O (stereo not drawn) | 4.0%
Cc1ccc(NC(=O)N2Cc3[nH]cnc3C[C@H]2c2nc(-c3ccc(Cl)cc3)no2)cc1 | ?
Cc1cc(CN2CCn3c(nnc3-c3cccnc3)C2)no1 | -9.6%[86.2 µM]

2 records drawn at random from the list so far:
SMILES | KDM5B inhibitor
O=C(C1CC1)N1CC(c2nnc(-c3ccncc3)o2)C2(CCOCC2)C1 (stereo not drawn) | 1.9%
O=C(NCC1CCOCC1)C1COc2ccccc2O1 (stereo not drawn) | -3.6%

Next part
SMILES | KDM5B inhibitor
c1csc(CNC[C@H]2Cn3cc(-c4ccc5c(c4)OCCCO5)nc3CO2)n1 | -20.1%[86.2 µM]
Cc1cc(C(=O)OC(C)C(=O)Nc2ccccc2F)c(C)o1 (stereo not drawn) | 10.2%
O=C(NCCc1noc(-c2ccncc2)n1)C1CCCO1 (stereo not drawn) | 10.7%
COCc1ccc2c(c1)c(OC(C)(C)C(=O)Nc1ccn(C)n1)nn2Cc1ccccc1 | -26.4%[86.2 µM]
CCO[C@H]1CN(C(=O)Cc2ccccc2OCc2ccccc2)C[C@@H]1O | 19.8%
NS(=O)(=O)c1ccc(CCNC(=O)C(=O)c2cn(CC(=O)N3CCCC3)c3ccccc23)cc1 | -2.0%
Cc1oc2ncnc(N3CCOCC3)c2c1C(=O)Nc1ccc(C(C)C)cc1 | 4.6%
Cc1cc(=O)[nH]c(N/N=C/C(C)c2ccccc2)n1 (stereo not drawn) | -26.1%
O=C(c1cc(-c2cccs2)[nH]n1)N1CCc2c(nc(-c3ccccc3)[nH]c2=O)C1 | ?
CCCN(Cc1cccs1)C(=O)Nc1ccccc1C | 7.0%
COCCNC(=O)C1CCc2sc(C(=O)N(C)C)cc2C1 (stereo not drawn) | 3.7%
C/C(=N\Nc1ccc2nncn2n1)c1ccc(Cl)s1 | -0.5%
Cc1ccc(-c2nn3c(=O)c(NC(=O)c4ccccc4C)cnc3o2)cc1 | -3.4%
COC(=O)c1cc(-c2ccco2)nc2c(C)cccc12 | ?
COC1C(=O)N(C2CCN(C(=O)c3ccc(C)nc3)CC2)C12CCOCC2 (stereo not drawn) | 11.0%
CC(C)(C)c1ccc(C(=O)NC(Cc2c[nH]c3ccccc23)C(=O)OCC(=O)c2ccc(Cl)cc2)cc1 (stereo not drawn) | -20.9%
CC(=O)NCCC1CCN(c2nc3nonc3nc2N(C)Cc2ccccc2)CC1 | ?
O=C(Nc1ccc(F)cc1F)N1CCC(Oc2ncccc2C(=O)N2CCCCC2)C1 (stereo not drawn) | -17.3%
CCOc1ccccc1NC(=O)CCn1ccnc1 | -1.7%
COc1cccc(NC(=S)N2CCN(S(C)(=O)=O)CC2)c1 | 39.2%[activator]
COc1ccccc1N1CCN(C(=O)CSc2nccn3nc(-c4ccccc4)cc23)CC1 | -13.6%
Cc1cc(C)cc(NC(=O)CSc2nccn2C2CCCC2)c1 | -1.9%
NCCCN1C(=O)CC[C@H]2CN(C(=O)CN3CCNC(=O)C3)CC[C@H]21 | -29.9%
Cc1cc(=O)[nH]c(NCCNC(=O)C2CCC(=O)N(C3CCCCCC3)C2)n1 (stereo not drawn) | 30.6%
CCN1CCN(c2nc3c(c(=O)[nH]c(=O)n3C)n2CCc2ccc(OC)cc2)CC1 | 8.6%
Cc1c(CN2CCCC(COc3ccccc3C(=O)N3CCCCC3)C2)cnn1C (stereo not drawn) | 18.5%
CCc1ccc(NC(=O)CSc2nnc(-c3cccs3)n2-n2cccc2)cc1 | -13.6%
O=C(Cn1nnc2ccccc2c1=O)N[C@@H](Cc1ccccc1)C(=O)O | 16.3%
COc1ccc(-c2ccc3nc(-c4ccccc4)oc3c2)c(OC)c1OC | i
CCC(=O)N1CCc2cc(CNS(=O)(=O)c3c(C)cc(C)cc3C)ccc21 | -11.7%
COC(=O)c1ccc(C[N+]2(C)CCCCC2)cc1 | -12.9%
COCc1cn(C[C@H]2C[C@@H](NC(=O)c3cccnc3)[C@H](O)[C@@H]2O)nn1 | ?
CC1CCN(C(=O)CSc2nc(-c3ccc(F)cc3)cc(C(F)(F)F)n2)CC1 | ?
O=C(C1CCCCC(=O)N1Cc1ccccc1)N1CCCC1 (stereo not drawn) | -14.9%
CNC(=O)C(C)(C)N1CCC[C@H]1C(=O)N1CCC[C@@H]1COC | 12.6%[86.2 µM]
Cc1cccn2c(=O)c(C(=O)NCCc3ccccc3)c(O)nc12 | ?

An excerpt from further up:
SMILES | KDM5B inhibitor
O=C(c1cc(-c2cccs2)[nH]n1)N1CCc2c(nc(-c3ccccc3)[nH]c2=O)C1 | ?
CCCN(Cc1cccs1)C(=O)Nc1ccccc1C | 7.0%
COCCNC(=O)C1CCc2sc(C(=O)N(C)C)cc2C1 (stereo not drawn) | 3.7%
C/C(=N\Nc1ccc2nncn2n1)c1ccc(Cl)s1 | -0.5%
Cc1ccc(-c2nn3c(=O)c(NC(=O)c4ccccc4C)cnc3o2)cc1 | -3.4%
COC(=O)c1cc(-c2ccco2)nc2c(C)cccc12 | ?
COC1C(=O)N(C2CCN(C(=O)c3ccc(C)nc3)CC2)C12CCOCC2 (stereo not drawn) | 11.0%
CC(C)(C)c1ccc(C(=O)NC(Cc2c[nH]c3ccccc23)C(=O)OCC(=O)c2ccc(Cl)cc2)cc1 (stereo not drawn) | -20.9%
CC(=O)NCCC1CCN(c2nc3nonc3nc2N(C)Cc2ccccc2)CC1 | ?
O=C(Nc1ccc(F)cc1F)N1CCC(Oc2ncccc2C(=O)N2CCCCC2)C1 (stereo not drawn) | -17.3%
CCOc1ccccc1NC(=O)CCn1ccnc1 | -1.7%
COc1cccc(NC(=S)N2CCN(S(C)(=O)=O)CC2)c1 | 39.2%[activator]
COc1ccccc1N1CCN(C(=O)CSc2nccn3nc(-c4ccccc4)cc23)CC1 | -13.6%
Cc1cc(C)cc(NC(=O)CSc2nccn2C2CCCC2)c1 | -1.9%
NCCCN1C(=O)CC[C@H]2CN(C(=O)CN3CCNC(=O)C3)CC[C@H]21 | -29.9%
Cc1cc(=O)[nH]c(NCCNC(=O)C2CCC(=O)N(C3CCCCCC3)C2)n1 (stereo not drawn) | 30.6%
CCN1CCN(c2nc3c(c(=O)[nH]c(=O)n3C)n2CCc2ccc(OC)cc2)CC1 | 8.6%
Cc1c(CN2CCCC(COc3ccccc3C(=O)N3CCCCC3)C2)cnn1C (stereo not drawn) | 18.5%
CCc1ccc(NC(=O)CSc2nnc(-c3cccs3)n2-n2cccc2)cc1 | -13.6%
O=C(Cn1nnc2ccccc2c1=O)N[C@@H](Cc1ccccc1)C(=O)O | 16.3%
COc1ccc(-c2ccc3nc(-c4ccccc4)oc3c2)c(OC)c1OC | i
CCC(=O)N1CCc2cc(CNS(=O)(=O)c3c(C)cc(C)cc3C)ccc21 | -11.7%
COC(=O)c1ccc(C[N+]2(C)CCCCC2)cc1 | -12.9%
COCc1cn(C[C@H]2C[C@@H](NC(=O)c3cccnc3)[C@H](O)[C@@H]2O)nn1 | ?
CC1CCN(C(=O)CSc2nc(-c3ccc(F)cc3)cc(C(F)(F)F)n2)CC1 | ?

(listing goes on)
SMILES | KDM5B inhibitor
Cc1noc(C)c1-c1cc(-c2ccccc2Oc2ccccc2)cn2cncc12 | ?
O=C(Nc1ccc(-c2nnc3n2CCCC3)cc1)c1ccsc1 | 7.8%
CN1Cc2ncnc(NCCc3ccccc3)c2CN(c2ccc(Cl)cc2)C1=O | -24.3%
O=C1CCC2(CCN1)CCN(C(=O)C1CCC1)CC2 | -3.5%
CCc1cccc(C)c1NC(=O)CSc1nc(C)cc(C)c1C(=O)Nc1ccccc1 | -0.7%
Cc1ccc(C)c(C(=O)c2ccccc2)c1 | 9.4%
O=C(Nc1ccccc1C(=O)O)c1cc[n+]([O-])cc1 | -1.6%
Cc1ccc(C2Cn3nnc(-c4noc(-c5cc(F)ccc5Cl)n4)c3CO2)cc1 (stereo not drawn) | -25.0%
C1CCN(c2nc(NNc3nc(N4CCCCC4)nc(N4CCCCC4)n3)nc(N3CCCCC3)n2)CC1 | 5.2%
C[C@@H](NC(=O)Nc1ccccc1)c1onc(-c2ccc(F)cc2)c1C(=O)O | ?
O=C(NC(c1ccccc1)c1ccccc1)c1cnc2c(c1)N(C(=O)Cc1ccc(O)cc1)CCC2 | -36.4%
Cc1ccc(C)c(S(=O)(=O)N2CCCC(Cn3c(C)nc4cccnc43)C2)c1 (stereo not drawn) | 8.8%
COc1ccc(OC)c(CNC(=O)c2nn(C)c3c2CS(=O)(=O)c2ccccc2-3)c1 | 10.0%
Cc1cccc(C(=O)NCC(=O)OCc2cc(=O)n3nc(CC(C)C)sc3n2)c1 | -14.7%
CS(=O)(=O)N1CC2(CCN(C3CCCCC3)CC2)Cc2ccccc21 | -3.2%[115 µM]
O=C(O)Cn1ccc2cc(OCc3cccc(-c4ccc(F)cc4F)c3)cnc21 | 35.5µM*
CC(C)CCNC(=O)c1ccc(Cn2c(SCC(=O)NC(C)C)nc3ccccc3c2=O)cc1 | -5.3%
CC[C@H]1CN(C(=O)Nc2cccc(C(F)(F)F)c2)CC[C@H]1CC(=O)NCc1ccco1 | -17.6%
Cc1nnc(NC(=O)c2c(-c3ccccc3)noc2C)s1 | 4.4%
CCOC(=O)N1CCC(N[C@@H]2CC[C@@H]2NC(=O)c2ccccn2)CC1 | ?
CCN1c2cc(C(=O)Nc3ccc(C(N)=O)cc3)ccc2C(=O)N2CCCCC21 (stereo not drawn) | -28.1%
CCOc1ccccc1CN1CCc2nc(Nc3ccc4c(c3)OCCO4)ncc2C1 | ?
O=C(c1cccc([N+](=O)[O-])c1)N1CCc2c(c3ccccc3n2CC2CC2)C1 | -20.7%
Cc1ccc(C(=O)N2CCC3(C2)NC(=O)c2ccccc2CO3)cc1 (stereo not drawn) | -15.0%[86.2 µM]
CNC(=O)Cn1c(=O)c2cccn2c2ccc(F)cc21 | -18.9%
Cc1cc2nc3c(=O)n(C)c(=O)n(C)c3nc2cc1N=CN(C)C | ?
O=C(NCc1ccnc2[nH]ccc12)c1ccccc1Cl | 35.5µM*
Cc1cc2c(cc1C)NC(CC(=O)Nc1cccc(C)c1C)C(=O)N2 (stereo not drawn) | ?
CCCCS(=O)(=O)/C=C/C1C2C=CC(C2)C1S(=O)(=O)CCCC (stereo not drawn) | -13.0%
CCCN(CCC)CCCNC(=O)C1CCN(S(=O)(=O)c2cccc3nsnc23)CC1 | -16.8%

Screens from PubChem BioAssay.

The list is partial; the hit share may differ from the screen's.
